# GLP1R cytotox: cytotoxicity counter-screen for GLP-1 receptor inverse agonists; HEK293 cAMP-luciferase reporter cells, luminescence, 24 h; Potency, µM (titrated, usually from 38.3 µM), inactives show top-dose activity change, negative = inhibition, most hits filed as inhibitors; 410,000 compounds, 0.13% hits;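 further: loss of luciferase light is scored as toxicity; on the % scale 0 is the no-effect control and ±100 the full control effect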
#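 Compound-treated cells are incubated 24 hr at 37 deg C under 5% CO2 after a 12 hour attachment period, then luciferase detection reagent is added and luminescence is measured following 12 min at room temperature; lowered signal indicates toxicity.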
# TDP-43 yeast inh: inhibitors of TDP-43 toxicity in yeast; Potency, µM (series often up to 46.1 µM), without a hit: at the top dose growth rescue (activation), actives largely listed as activators; TDP-43 expressing yeast growth rescue, BacTiter-Glo, 24 h; 410,000 compounds, 1.8% hits; AID 652104; further: % of control where 0% means no effect; nearly all actives have a fitted effect of over 50% in size
#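 Yeast expressing TDP-43 (pregrown in raffinose, seeded at OD600=0.02 in galactose medium) exposed to compounds 24 hr at 30 deg C. Growth read by BacTiter-Glo luminescence; rescue of toxicity appears as increased signal.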
# GLP-1R inv ag: GLP-1 receptor (human) inverse agonism; P43220; Potency, µM (titrated, usually from 38.3 µM), without a hit: top-dose activity change, negative = inhibition, actives largely listed as inhibitors; HEK293 GLP-1R CRE-luciferase, luminescence, 24 h; GLP-1R form is constitutively active; 410,000 compounds, 1.6% hits; further: on the % scale 0 is the no-effect control and ±100 the full control effect; nearly all actives have a fitted effect of over 55% in size
# Target sequence (P43220 whole entry, looked up): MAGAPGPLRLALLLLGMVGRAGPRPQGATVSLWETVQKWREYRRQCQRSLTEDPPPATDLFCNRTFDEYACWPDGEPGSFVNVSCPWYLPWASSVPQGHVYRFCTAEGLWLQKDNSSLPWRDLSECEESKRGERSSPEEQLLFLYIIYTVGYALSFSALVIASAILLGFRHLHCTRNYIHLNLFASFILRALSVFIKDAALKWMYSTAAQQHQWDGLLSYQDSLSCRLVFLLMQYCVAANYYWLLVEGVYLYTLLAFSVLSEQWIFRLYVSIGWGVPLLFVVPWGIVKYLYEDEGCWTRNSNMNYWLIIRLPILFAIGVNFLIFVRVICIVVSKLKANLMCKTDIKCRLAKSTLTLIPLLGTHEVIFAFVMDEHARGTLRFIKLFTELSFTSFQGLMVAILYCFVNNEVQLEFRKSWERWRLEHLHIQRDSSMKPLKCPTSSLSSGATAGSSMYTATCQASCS
#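 Readout was luciferase luminescence, measured 12 min after detection reagent at room temperature. Beforehand, GLP-1R reporter HEK293 cells had sat 12 h, then received compounds for 24 hr at 37 deg C.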
# Numbers without * were called inactive; u = inconclusive; [ ] = remark or other dose. The call rests on the fitted dose curve; in most records, active means well fitted curve in the direction sought with a large enough effect; inconclusive means small, poorly fitted or top-dose-only effect, or another doubt; inactive means no such curve, though single readings can be large; an effect the other way counts as inactive or inconclusive. Potency means the concentration at half of the fitted maximal effect. A portion of the library, so the mix of outcomes need not match the whole.
SMILES,GLP1R cytotox,TDP-43 yeast inh,GLP-1R inv ag
COc1ccc(-n2c(/C=C/c3cc(OC)c(OC)cc3OC)nc3cc4ccccc4cc3c2=O)cc1Cl,9%,27%,2%
COc1ccc2oc(=O)cc(CN3CCN(C(=O)c4ccccc4)CC3)c2c1,10%,21%,19%
Cc1cc(C)cc(NC(=O)C2CCN(S(=O)(=O)c3c(C)noc3/C=C/c3ccco3)CC2)c1,1%,1%,3%
COc1cc(OC)c(NC(=O)C2=C(C)C(=O)OC23CCCCC3)cc1Cl,-10%,u,1%
CC(C)c1ccc(NS(=O)(=O)c2ccc3[nH]cc(C(=O)NC4CCCCC4)c(=O)c3c2)cc1,-22%,3%,u
COc1ccc(-c2cc(C(F)(F)F)n3nc(C(=O)O)c(Cl)c3n2)cc1OC,5%,19%,5%
COc1ccc(C(=O)N2CCCCC2CCN2CCCCC2)cc1 (centres undefined),0%,19%,6%
COc1ccc(NC(=O)Cn2c(=O)oc3cc(S(=O)(=O)N4CCCC4)ccc32)cc1OC,1%,0%,-6%
COc1ccc(CNC(=O)C2CCN(c3nnc(-n4cccc4CNc4ccc(C)cc4)s3)CC2)c(OC)c1,-11%,18%,u
CC(=O)c1ccc(NC(=O)CSc2nnc3ccc(-c4ccc(Cl)cc4)nn23)cc1,-9%,u,1%
Cc1cc(C)c2c(CC(=O)N(Cc3ccc(Cl)cc3)Cc3ccco3)coc2c1,-3%,-2%,u
CCOc1ccccc1NC(=O)C1CCCN(S(=O)(=O)c2cn(C)cn2)C1 (centres undefined),-5%,12%,-2%
COc1ccc(NC(=O)Cn2c(=O)n(-c3ccc(Cl)cc3)c(=O)c3c(C)c(C(=O)N(C)C)sc32)cc1Cl,0%,3%,6%
COc1ccc(-n2ncc3c2ncn2nc(COc4ccc(Cl)cc4)nc32)cc1,-9%,0%,11%
O=C(NCc1cccs1)c1ccc(Cn2c(SCc3ccc(F)cc3)nc3cccnc32)cc1,-16%,-15%,-24%
Cc1cc(C)n(-c2nc(C)c(C)c(=O)n2CC(=O)Nc2ccc(OC(F)(F)F)cc2)n1,0%,5%,-1%
Cc1ccc(CNC(=O)c2ccc(N3Cc4ccccc4Oc4ncccc43)s2)cc1,1%,20%,-20%
Cc1oc2ccc(O)c(CN3CCCCCC3)c2c1C(=O)Nc1cccc(Cl)c1C,-2%,-29%,0%
O=C(NCc1ccc2c(c1)CCN2C(=O)c1ccncc1)c1ccccc1Br,-4%,42%,-4%
CCC(=O)C1=C(c2ccc(OC)c(OC)c2)N(C(=O)CC)n2c(CC)nnc2S1,-5%,11%,7%
O=C(NCCc1ccccc1)c1ccc2c(c1)N(Cc1ccc(F)cc1)C(=O)c1ccccc1S2(=O)=O,-20%,4%,u
COc1cc(C(=O)NCc2nc3cccnc3n2Cc2ccc(C)cc2)cc(OC)c1OC,2%,8%,26%
CCCCCOc1ccc(C(=O)N(Cc2ccccc2)C2CCS(=O)(=O)C2)cc1 (centres undefined),4%,20µM*,u
Cc1[nH]c2ccc(C(=O)NCCc3ccccc3Cl)cc2c1C,-10%,23%,u
COc1cccc(CNC(=O)c2ccc3c(c2)N(Cc2ccc(F)cc2Cl)C(=O)c2ccccc2S3)c1,-1%,2%,u

# Among those listed so far, these have an aryl thioether with sulfur outside any ring.
SMILES,GLP1R cytotox,TDP-43 yeast inh,GLP-1R inv ag
CC(=O)c1ccc(NC(=O)CSc2nnc3ccc(-c4ccc(Cl)cc4)nn23)cc1,-9%,u,1%
O=C(NCc1cccs1)c1ccc(Cn2c(SCc3ccc(F)cc3)nc3cccnc32)cc1,-16%,-15%,-24%

# More compounds
SMILES,GLP1R cytotox,TDP-43 yeast inh,GLP-1R inv ag
CCc1ccc(Nc2nc(-c3cc4cccc(OC)c4oc3=O)c(CC)s2)cc1,-4%,-9%,u
CCc1nn(CC(=O)NC(C)CC)c(=O)c2cc3c(OC)cccc3n12 (centres undefined),-5%,-8%,2%
Cc1ccc(C)c(N2CCN(CCCNC(=O)c3nnc(Cc4ccc(F)cc4Cl)o3)CC2)c1,0%,3%,-18%
Cc1ccc2c(c1)cc1c(=O)n(CC(=O)N3CCCCC3)nc(C)n12,2%,9%,-1%
COc1cc(C(=O)N2CCN(c3ccc(Nc4ccccc4)nn3)CC2)cc(OC)c1OC,1%,30%,2%
CCC1CN(C(=O)N2CCC(C(=O)N3CCN(c4ccc(F)cc4)CC3)CC2)c2ccccc2O1 (centres undefined),-15%,u,u
Cc1cc(C)cc(-n2ccn(CC(=O)Nc3ccccc3C(F)(F)F)c(=O)c2=O)c1,5%,12%,-9%
COc1ccc(CCN2C(=O)CN(C3CCCCCC3)C(=O)C2c2ccc(Cl)cc2)cc1OC (centres undefined),-1%,9%,-13%
Cn1c(C(=O)Nc2ccc(OC(F)(F)F)cc2)cc2c(=O)n3ccccc3nc21,18%,u,2%
CCOC(=O)c1c(NC(=O)c2cc(-c3cccc(Cl)c3)on2)sc(C(C)=O)c1C,8%,2%,-31%
CCOC(=O)c1cccc(NC(=O)CCCn2nc(C)c3c(C)n(-c4ccccc4)nc3c2=O)c1,-6%,6%,-3%
COCCCNc1ncnc2c1c(-c1ccccc1)cn2-c1ccc(C)c(Cl)c1,2%,u,1%
COc1ccc(CCNc2nc3ccc(Cl)cc3n3cnnc23)cc1OC,-2%,17%,4%
Cc1[nH]n(-c2ccccc2)c(=O)c1C(c1cc(Cl)ccc1O)c1c(C)[nH]n(-c2ccccc2)c1=O,-28%,5%,1%
CCc1cccc(NC(=O)CCN2C(=O)c3ccccc3Sc3ncccc32)c1,-2%,14%,3%
COc1cc(NS(=O)(=O)c2cc(Br)cc3c2N(C(=O)C2CC2)CC3)cc(OC)c1,-26%,-14%,u
COc1ccc(-n2nnnc2C2CCN(S(=O)(=O)c3cccc(Cl)c3C)CC2)cc1,2%,2%,-14%
CCOC(=O)c1ccc(NC(=O)C(Cc2ccccc2)N2Cc3ccccc3C2=O)cc1 (centres undefined),9%,9%,9%
Cc1ccccc1NS(=O)(=O)c1ccc2[nH]cc(C(=O)N3CCCC3)c(=O)c2c1,-11%,-9%,9%
CCOC(=O)N1CCc2c(sc3c2c(=O)n(-c2ccc(Cl)cc2)c(=O)n3Cc2cccc(C)c2)C1,-4%,2%,0%
CCCn1c(=N)c(C(=O)NC(C)c2ccccc2)cc2c(=O)n3ccccc3nc21 (centres undefined),148%[activator],24%,1%
CCc1ccc(-n2nc(CO)c(C(=O)NCc3ccccn3)n2)cc1,-9%,13%,15%
CN(C)c1ccc(CNc2nc(-c3ccco3)nn2S(C)(=O)=O)cc1,6%,23%,19%
O=C(NCc1ccc2c(c1)CCN2C(=O)c1ccccc1)Nc1cc(F)ccc1F,-17%,-16%,10µM*
Cc1cccc(C(=O)N2CCc3cc(CNS(=O)(=O)c4ccc(F)c(Cl)c4)ccc32)c1,-3%,2%,-2%

# Later entries:
SMILES,GLP1R cytotox,TDP-43 yeast inh,GLP-1R inv ag
CCc1nnc(SCc2nc(-c3ccc(OC)cc3)oc2C)c2cc3sccc3n12,17%,5%,-5%
CCc1ccc(-n2c(=O)c3c(C)c(C(=O)N(C)C)sc3n(Cc3cccc(C)c3)c2=O)cc1,2%,-6%,9%
N#C/C(=C\c1ccc(F)cc1)c1nc(-c2ccc(-c3ccccc3)cc2)cs1,-6%,3%,9%
CCN(CC)CCCNc1oc(-c2ccc(OC)cc2)nc1C#N,19%,19%,-6%
Cc1cc(C)c(/C=C/c2onc(C)c2S(=O)(=O)N2CCC(C(=O)NCCc3ccccc3)CC2)c(C)c1,-18%,23%,-19%
O=C(NCc1ccccc1Br)c1cnc2sc(N3CCCCCC3)nn2c1=O,4%,14%,-6%
Cc1c(C(=O)N2CCCC2)oc2c1-c1nn(CC(=O)NC(C)c3ccccc3)cc1CC2 (centres undefined),3%,0%,2%
CCCCOc1ccc(C(=O)N2CCC(c3nc4ccccc4o3)CC2)cc1,1%,28µM*,6%
COc1ccc(N2CCN(C(=O)C3CCN(S(=O)(=O)c4cn(C)cn4)CC3)CC2)cc1,2%,8%,2%
CC(C)c1ccc(NC(=O)C2CCCN(S(=O)(=O)c3ccc4[nH]c(=O)ccc4c3)C2)cc1 (centres undefined),1%,25%,9%
COc1ccc(OC)c(CCNC(=O)CCCn2c(=O)c3cccn3c3cccnc32)c1,-2%,9%,2%
COc1cccc(-n2ccn(CC(=O)Nc3ccccc3F)c(=O)c2=O)c1,-12%,1%,-25%
O=C(NCC(c1ccc2c(c1)OCO2)N1CCOCC1)C(=O)Nc1ccc(F)cc1F (centres undefined),-4%,-13%,12%
CCN(CCCNC(=O)CN1N=C(c2ccc(OC)cc2)CCC1=O)c1cccc(C)c1,4%,-18%,-8%
COc1ccccc1CNc1nc(-c2ccco2)nn1S(=O)(=O)c1ccc2ccccc2c1,11%,19%,-24%
COc1ccccc1Cn1c(CNS(=O)(=O)c2cccc([N+](=O)[O-])c2)nc2cccnc21,6%,22%,-3%
CC(C)Oc1ccc(C(=O)N2CCCCC2CCN2CCCCC2)cc1 (centres undefined),3%,22%,-5%
CC(C)COc1ccc(C(=O)N2CCCCC2CCN2CCCCC2)cc1 (centres undefined),-8%,23%,u
CCN(CC)c1nn2c(=O)c(C(=O)NCc3ccc(N(C)C)cc3)cnc2s1,-2%,0%,-9%
O=C(CCCn1c(=O)c2cccn2c2ccc(F)cc21)NCc1ccc(Cl)cc1,-10%,15%,3%
COc1ccc(CCNC(=O)c2ccc3c(c2)nc2n3CCCCC2)cc1OC,6%,5%,34%[activator]
COc1cccc(OC)c1C(=O)Nc1cccc(-c2cn3ccsc3n2)c1,3%,9%,17%
COc1cccc(CNC(=O)c2c(C)oc3ncnc(N4CCOCC4)c23)c1,4%,0%,-1%
CCc1ccccc1NC(=O)Cn1nnc(C(=O)NCc2ccccc2Cl)c1N,-2%,3%,-4%
Cc1ccc(C(=O)Nc2nnc(S(=O)(=O)N(C)Cc3ccco3)s2)cc1,2%,6%,9%

# Reformatted: results already given.
compound	GLP1R cytotox	TDP-43 yeast inh	GLP-1R inv ag
COc1ccc(OC)c(CCNC(=O)CCCn2c(=O)c3cccn3c3cccnc32)c1	-2%	9%	2%
COc1cccc(-n2ccn(CC(=O)Nc3ccccc3F)c(=O)c2=O)c1	-12%	1%	-25%
O=C(NCC(c1ccc2c(c1)OCO2)N1CCOCC1)C(=O)Nc1ccc(F)cc1F (centres undefined)	-4%	-13%	12%
CCN(CCCNC(=O)CN1N=C(c2ccc(OC)cc2)CCC1=O)c1cccc(C)c1	4%	-18%	-8%
COc1ccccc1CNc1nc(-c2ccco2)nn1S(=O)(=O)c1ccc2ccccc2c1	11%	19%	-24%
COc1ccccc1Cn1c(CNS(=O)(=O)c2cccc([N+](=O)[O-])c2)nc2cccnc21	6%	22%	-3%
CC(C)Oc1ccc(C(=O)N2CCCCC2CCN2CCCCC2)cc1 (centres undefined)	3%	22%	-5%
CC(C)COc1ccc(C(=O)N2CCCCC2CCN2CCCCC2)cc1 (centres undefined)	-8%	23%	u
CCN(CC)c1nn2c(=O)c(C(=O)NCc3ccc(N(C)C)cc3)cnc2s1	-2%	0%	-9%
O=C(CCCn1c(=O)c2cccn2c2ccc(F)cc21)NCc1ccc(Cl)cc1	-10%	15%	3%
COc1ccc(CCNC(=O)c2ccc3c(c2)nc2n3CCCCC2)cc1OC	6%	5%	34%[activator]
COc1cccc(OC)c1C(=O)Nc1cccc(-c2cn3ccsc3n2)c1	3%	9%	17%
COc1cccc(CNC(=O)c2c(C)oc3ncnc(N4CCOCC4)c23)c1	4%	0%	-1%
CCc1ccccc1NC(=O)Cn1nnc(C(=O)NCc2ccccc2Cl)c1N	-2%	3%	-4%
Cc1ccc(C(=O)Nc2nnc(S(=O)(=O)N(C)Cc3ccco3)s2)cc1	2%	6%	9%

# (next part)
SMILES,GLP1R cytotox,TDP-43 yeast inh,GLP-1R inv ag
Cc1cc2oc(=O)c(CC(=O)NCCc3ccccc3)c(C)c2c2occ(C(C)(C)C)c12,-2%,18%,10µM*
CCOc1ccc(NC(=O)Cn2nc3c(cc2=O)CC(C)CC3)cc1 (centres undefined),-6%,24%,-22%
O=C(CN1N=C(c2ccc(Cl)cc2)CCC1=O)NCc1ccc(F)cc1,-5%,17%,-22%
Cc1cc(NC(=O)NCc2ccc3c(c2)CCN3C(=O)c2ccccc2)ccc1Br,1%,-14%,11%
Cc1ccc(C(C)C)c(OCC(=O)Nc2nc3c(s2)CCCC3)c1,2%,4%,u
Cc1ccc(Cl)cc1N1CCN(C(=O)c2cc(S(=O)(=O)N3CCCC3)cn2C)CC1,5%,17%,4%
COC(=O)c1c(-c2cccs2)csc1NC(=O)c1cc(OC)c(OC)c(OC)c1,1%,15%,10%
O=C(c1cccc(Cl)c1)N(Cc1ccco1)Cc1ccccc1Cl,-8%,u,10µM*
COc1ccccc1N1CCN(c2cc(C)nc3c(-c4ccc(Cl)cc4)c(C)nn23)CC1,9%,17%,2%
Cc1cc(C)cc(NC(=O)CSc2nccn2C2CCCC2)c1,1%,u,-16%

# Screens as filed in PubChem BioAssay.
